Source: PubChem (Broad Institute)
CFTR F508del cor: correctors of CFTR F508del function in bronchial epithelial cells; 350,000 tested, 0.36% active; CFBE cells, YFP halide quenching; stimulated with forskolin plus potentiator P3; % fluorescence drop versus neutral controls; activity (quench increase), % at 7.58 µM;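 active means mean added fluorescence quench of at least 8% versus neutral control, with both replicates also reaching 8%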;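 further: cells transiently co-express mutant CFTR-F508del with the halide-sensitive YFP; corrector assay measuring rescue of mutant channel to the surface after 24 h compound exposure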
PGC1a acetyl inh: PGC1a acetylation modulation, inhibitor mode. U2OS PGC1a acetylation, AlphaScreen anti-acetyl-lysine; with virally co-expressed GCN5 acetyltransferase. inhibition, % at 15.6 µM. 350,000 tested, 0.17% active. AID 651687;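 active means every replicate shows inhibition of at least 40%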;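 further: 0% = neutral control wells and 100% = positive control wells; some results beyond the cut were filed as inactive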
FN deposit inh: fibronectin deposition inhibition | AH1F fibroblasts, Alexa488-fibronectin deposition fluorescence, overnight | inhibition, % at 12.6 µM | 350,000 tested, 0.086% active | AID 743247;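 active means mean inhibition across replicates of 30% or more, regardless of how many single replicates reach that level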;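 further: positive control wells lacked labelled fibronectin entirely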
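Assay system: AH1F fibroblasts / Quantity: 10000 cells per well / Medium: DMEM plus 2% serum, read in PBS / Reagent: labelled fibronectin 24 nM / Dosing: single dose, pinned / Times: 1 h cell attachment, overnight exposure to compound and label / Signal: fluorescence, ex 485 nm, em 525 nm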
miR122 inh: inhibitors of miR-122 in Huh7 cells | Huh7 miR-122 Renilla luciferase sensor, 48 h; neutral wells = 0, positive control = 100 | activation (reporter increase), % at 12.5 µM | 340,000 tested, 0.3% active;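 active means mean replicate activation score at least 90 and every replicate individually at or above 90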;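 further: higher luciferase means less miR-122 activity so hits act as miR-122 inhibitors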
C2C12 statin: suppressors of simvastatin-induced myotoxicity in C2C12 myotubes; 330,000 tested, 0.78% active; ATP luminescence, 48 h; scaled: DMSO 0, geranylgeraniol control 100; rescue of ATP level, % at 7.49 µM;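 active means mean ATP rescue above about 67%, or every replicate alone reaching that limit, limit read from the data, passing the limit was not always enough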;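 further: myotubes were challenged with 10 µM simvastatin during compound exposure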
PglD inh: PglD (C. jejuni) enzyme inhibition. 360,000 tested, 0.098% active. purified PglD enzyme, DTNB colorimetric CoA detection. inhibition, % at 12.5 µM; in the data active means inhibition above about 16%, passing the limit was not always enough; further: strong numbers were not always called active
GSIS activator: primary screen for activators of insulin secretion dependent on glucose, INS-1E cells, GLuc reporter luminescence; INS-1E GLuc reporter insulin secretion, 2-3 h; activation, % at 16.6 µM; 370,000 tested, 0.61% active; AID 743287;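 active means lowest replicate activation of at least 40%, so every replicate reaches that level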;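 further: 0% = median of neutral control wells and 100% = median of IBMX positive control wells; some compounds called inactive have numbers as strong as hits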
Cneo AK release: Cryptococcus neoformans lysis via adenylate kinase release | C. neoformans lysis, adenylate kinase release luminescence, 4 h; normalised: neutral wells 0, clomiphene wells 100 | lysis activity, % at 15 µM | 360,000 tested, 0.2% active;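 active means mean lysis activity across replicates of at least 80%, whatever share of replicates individually reach that level; inactive means mean lysis activity below 80%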
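Signal: Adenylate kinase release luminescence | Assay system: Log-phase Cryptococcus neoformans yeast cells | Input: Cells at 5 × 10^6 per mL | Buffer or medium: Fresh YPD growth medium | Compound: Single dose | Schedule: Static 4 h at 37 °C with compound, 1 h detection | Controls: Clomiphene | Read-out: Luminescence rise reflecting yeast cell lysis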
* hit, by the source's call; . = not tested or not shown; [ ] = another dose, or the depositor's remark.

SMILES | CFTR F508del cor | PGC1a acetyl inh | FN deposit inh | miR122 inh | C2C12 statin | PglD inh | GSIS activator | Cneo AK release
COc1ccc(C(=O)NCC(=O)OCc2ccc(F)cc2Cl)cc1OC | -2.7 | 4.4 | . | -7.4 | 2.3 | -0.3 | 22.3 | 2.0
O=C(NCC[C@@H]1CC[C@H](NC(=O)c2ccncc2)[C@H](CO)O1)Nc1ccc(Cl)cc1 | -1.9 | 2.3 | 2.2 | . | -2.2 | -5.1 | 4.0 | -4.7
CNc1nc(NCCOc2ccccc2)c2sccc2n1 | . | . | . | -36.8 | 5.7 | 9.3 | . | -3.1
CC1(C)Cc2ccccc2-c2nnc(SCC(=O)N3CCc4ccccc43)n21 | . | . | -6.2 | 1.4 | 7.1 | 3.0 | . | -0.2
COc1cc(CN2[C@@H]3CNC[C@H]2C3c2ccc(-c3cccc(C)c3)cc2)cc(OC)c1 (stereo partly drawn) | -0.4 | -5.1 | -2.9 | . | . | . | -12.7 | .
CCOc1ccc(C(C)NC(=O)c2ccccc2OCc2c(C)noc2C)cc1OCC (stereo not drawn) | 2.4 | . | 3.2 | . | 14.1 | 7.6 | 13.0 | 0.0
COC(=O)C1=C(C)N(C)C(=S)N(C)C1c1cccc(Br)c1 (stereo not drawn) | 0.4 | -15.9 | 1.1 | -3.4 | -2.6 | . | -21.9 | 4.9
O=C(COc1ccccc1Br)Nc1ccc2c(c1)OCCCO2 | -1.6 | -11.1 | -1.2 | -7.8 | 4.2 | . | 23.2 | .
Cc1c(Cl)c(C(F)(F)F)nn1CC(=O)N1CCSCC1 | . | 18.0 | . | 1.3 | -5.5 | -0.1 | . | -3.7
c1cnc(N2CCN(c3nc4ccccc4n4cnnc34)CC2)nc1 | . | . | . | 6.7 | 21.5 | 0.6 | . | -1.1

Among those listed so far, these contain a carbonyl joined to an NH by a bond outside any ring.
SMILES | CFTR F508del cor | PGC1a acetyl inh | FN deposit inh | miR122 inh | C2C12 statin | PglD inh | GSIS activator | Cneo AK release
COc1ccc(C(=O)NCC(=O)OCc2ccc(F)cc2Cl)cc1OC | -2.7 | 4.4 | . | -7.4 | 2.3 | -0.3 | 22.3 | 2.0
O=C(NCC[C@@H]1CC[C@H](NC(=O)c2ccncc2)[C@H](CO)O1)Nc1ccc(Cl)cc1 | -1.9 | 2.3 | 2.2 | . | -2.2 | -5.1 | 4.0 | -4.7
CCOc1ccc(C(C)NC(=O)c2ccccc2OCc2c(C)noc2C)cc1OCC (stereo not drawn) | 2.4 | . | 3.2 | . | 14.1 | 7.6 | 13.0 | 0.0
O=C(COc1ccccc1Br)Nc1ccc2c(c1)OCCCO2 | -1.6 | -11.1 | -1.2 | -7.8 | 4.2 | . | 23.2 | .

Continued.
SMILES | CFTR F508del cor | PGC1a acetyl inh | FN deposit inh | miR122 inh | C2C12 statin | PglD inh | GSIS activator | Cneo AK release
COc1ccc(CCNC(=O)CCNS(=O)(=O)c2cc(Br)cnc2N)cc1OC | -3.2 | -9.1 | 1.4 | 14.9 | -8.2 | 0.6 | 1.1 | 0.9
C[C@H](CO)N1C[C@H](C)[C@H](CN(C)S(=O)(=O)c2cccc(F)c2)Oc2ncc(C#Cc3ccccc3)cc2C1=O | 2.0 | -17.0 | 1.7 | 8.5[16.7 µM] | 41.0 | 0.6 | -10.6 | -15.9
Cc1ccc(S(=O)(=O)N(C)C[C@@H]2OCCCC[C@@H](C)Oc3ccc(NC(=O)NC4CCCCC4)cc3C(=O)N([C@H](C)CO)C[C@@H]2C)cc1 | -1.3 | 0.1 | -17.4 | -10.3[16.7 µM] | . | -0.9 | 6.0 | -3.6
COc1ccc(C#Cc2ccc3c(c2)[C@H]2[C@H](CCN2C(=O)C2CCCC2)[C@@H](CO)N3)cc1 | 4.7 | 2.0 | -3.0 | . | . | . | -29.0 | .
COc1cccc(-c2ccc3c(c2)[C@@H]2[C@@H](CCN2C(=O)C2CCCCC2)[C@@H](CO)N3)c1 | 1.0 | -7.4 | 1.6 | . | . | . | 14.3 | .
Clc1nc(NCc2ccco2)nc(N2CCCCC2)n1 | -0.2 | -7.7 | -1.8 | . | . | . | 30.0 | .
CS(=O)(=O)c1cccc(C(=O)OCC(=O)Nc2ccc3c(c2)OCO3)c1 | -5.7 | 2.9 | 0.3 | 4.2 | 1.3 | 0.2 | 4.9 | 0.2
O=[N+]([O-])c1ccccc1Oc1cnc2ccccc2n1 | 1.5 | 8.9 | . | 3.5 | 7.5 | -7.6 | 1.3 | 1.9
CCOC(=O)N1CCC(NC(=O)CCc2ccccc2)CC1 | -2.5 | . | 3.7 | . | 6.9 | 1.8 | 31.0 | 0.7
CCC(=O)N1[C@@H]2CN(C(=O)c3ccncc3)c3ccccc3[C@@H]2[C@@H]1CO | -0.2 | 2.0 | . | 16.7[16.7 µM] | -1.2 | -1.5 | 4.8 | -1.9
COc1ccc(NC(=O)COC(=O)C2CC2)cc1S(=O)(=O)N1CCCCC1 | -5.7 | -10.7 | 3.0 | 0.2 | 1.8 | -4.0 | -7.0 | 2.1
CCCC(=O)Nc1ccc(NC(=O)c2ccccn2)cn1 | . | -10.7 | 13.3 | 9.6 | . | -0.2 | . | -3.1
CO[C@H]1CC[C@@H]2CCN(C)C(=O)CCCN(C)C(=O)c3cccc(C#N)c3OC[C@H]1O2 | . | . | -1.7 | . | 16.0 | -0.6 | 14.8 | 2.8
O=C1c2ccccc2S(=O)(=O)N1Cc1cc(=O)n2ccsc2n1 | . | 0.9 | -9.2 | -9.4 | . | 1.9 | . | 14.7
CCOCCN1CCN(C2c3ccccc3CSc3ccccc32)CC1 (stereo not drawn) | . | -5.5 | 2.1 | 0.6 | . | 4.8 | 1.3 | 0.8
Cc1noc(C)c1S(=O)(=O)Nc1ccc2c(c1)C(=O)N([C@@H](C)CO)C[C@H](C)[C@H](CN(C)C(=O)C1CCCCC1)OCCCC[C@@H](C)O2 | -2.1 | 3.0 | . | -6.6[16.7 µM] | . | 1.0 | -21.3 | 5.5
Cc1ccccc1-c1ccccc1[C@H]1[C@@H](C#N)N(C(=O)c2ccc(F)cc2)[C@@H]1CO | 0.9 | 5.9 | 4.0 | . | . | . | -11.1 | .
CC1(C)CC(=O)C(C=NCc2ccc3c(c2)OCO3)=C(O)C1 | . | 6.1 | 8.5 | 0.8 | 5.9 | -5.3 | . | -1.2
O=C(CNC(=O)c1cccc(Cl)c1)NCCCSc1ccccc1 | 0.6 | . | 5.0 | -8.2 | 28.0 | 6.4 | -21.5 | -0.6
COc1ccc(C(C)=O)cc1Cn1c(C)c(C(=O)NCc2cccc(Cl)c2)sc1=O | -0.3 | . | 10.4 | . | 4.6 | 2.1 | -19.1 | 0.2
CC(C)N1CCC(N2CCN(Cc3nc4ccccc4s3)CC2CCO)CC1 (stereo not drawn) | -0.1 | . | 2.8 | 0.0 | 22.6 | . | 0.8 | .
CC(C)NC(=O)[C@]1(C)CCC[C@@]2(C)C3CC[C@@]4(C)C[C@]3(CCC21)CC4=O (stereo partly drawn) | -1.8 | . | 0.1 | 6.3 | -0.6 | 0.1 | . | 1.4
COC(=O)C1C(=O)C(C(=O)/C=C/c2ccccc2)C(=O)CC1(C)C (stereo not drawn) | 0.3 | 3.3 | -0.4 | -1.0 | 4.6 | . | -5.8 | .
CCC(C)(C)n1nnnc1C(c1cc2cc(C)cc(C)c2[nH]c1=O)N1CCCC1 (stereo not drawn) | . | -8.2 | 2.1 | 1.1 | -0.3 | -1.1 | -8.8 | 0.8
O=C(Nc1cccc(-c2ccc(N3CCOCC3)nn2)c1)c1ccccc1 | -1.6 | 9.1 | -7.2 | 0.9 | -18.8 | . | 8.9 | .
CCOC(=O)Cc1csc(NC(=O)c2ccc(S(=O)(=O)N3CCCCC3)cc2)n1 | . | -28.9 | -5.3 | -4.7 | 20.9 | -4.1 | . | 13.0
Cc1nc(N2CCN(c3ccccn3)CC2)c2c(C)c(C(=O)Nc3ccc(Br)cc3C)sc2n1 | 0.0 | -5.3 | -8.1 | -13.0 | -11.4 | 1.6 | 9.0 | 2.9
CCn1cc(C(=O)N[C@H](C(=O)NCCCn2ccnc2)C(C)C)c(=O)c2cc3c(cc21)OCO3 | 0.3 | -13.4 | -5.7 | -1.5 | -9.1 | 3.5 | 10.3 | -0.1
COCC#Cc1ccc([C@@H]2[C@@H](CO)N3CCCCN(S(=O)(=O)c4ccc(OC)cc4)C[C@@H]23)cc1 | 3.6 | -3.3 | . | 5.6[16.7 µM] | -6.5 | -6.5 | 10.2 | -8.2
COc1cccc2cc(-c3nc4ccccc4o3)c(=O)oc12 | 2.1 | -3.5 | -14.1 | -7.5 | 4.1 | -5.4 | 1.5 | -4.0
Cc1ccc(OCCn2c(Br)nc3c2c(=O)n(C)c(=O)n3C)cc1 | . | . | -9.6 | 3.4 | . | 6.4 | . | -11.5
CCCCC1C(C#N)=C(C)NC2=C1C(=O)CC(C)(C)C2 (stereo not drawn) | . | -10.9 | 3.1 | 6.1 | 0.3 | 0.0 | . | -0.1
Cc1ccc(SCC(=O)NNC(=O)c2ccccc2)c(C)c1 | 2.7 | . | -1.5 | . | -4.3 | -6.4 | -6.2 | -0.1
O=C(NCCc1ccccc1)C1CC(=O)N(C2CCCC2)C1 (stereo not drawn) | -1.7 | 7.5 | -1.0 | 3.8 | 12.4 | 5.9 | 10.1 | -0.6
O=C(CN1C(=O)NC2(CCCC2)C1=O)Nc1nc(-c2ccc(F)c(F)c2)cs1 | -2.8 | -2.3 | -6.2 | -5.3 | -4.7 | -0.2 | . | -0.6
O=C1C2C3C=CC(C3)C2C(=O)N1CCC(=O)N1CCc2ccccc21 (stereo not drawn) | . | 10.2 | 5.0 | -4.3 | -20.5 | 15.1 | . | 12.9
COc1ccc(N=Cc2c(OC)ccc3ccccc23)cc1 | -1.0 | 2.7 | -4.3 | -5.5 | . | 3.9 | . | -0.5
CCOC(=O)c1cnc(SCC(C)C)nc1N | . | -27.3 | -5.4 | -7.6 | -19.8 | -27.7 | . | -1.4
O=C(Nc1ccccc1C(=O)O)c1ccc(Br)o1 | -5.2 | -8.6 | . | 4.5 | -6.2 | -5.2 | 6.1 | 0.7
COc1ccc(C(=O)NCN2CCN(c3ccccc3)CC2)cc1OC | 3.1 | 4.4 | 6.0 | 5.8 | 10.6 | -2.9 | 1.6 | 0.6
Nc1cc(N2CCCCCC2)c2nonc2c1[N+](=O)[O-] | 0.2 | -0.7 | 11.7 | -19.0 | -1.9 | 2.4 | 9.1 | -0.3
CCN(C(=O)CSc1n[nH]c(-c2ccc(OC)cc2)n1)c1c(N)n(Cc2ccccc2)c(=O)[nH]c1=O | -10.8 | . | 3.4 | . | -0.5 | 1.3 | -0.2 | 3.0
Cn1c(=O)c2[nH]c(COc3ccccc3)nc2n(C)c1=O | 1.4 | -0.7 | -6.9 | -7.1 | 5.3 | -2.7 | 26.2 | 0.3
C[C@@H]1CN([C@@H](C)CO)C(=O)c2cc(NC(=O)Nc3ccc(F)cc3)ccc2O[C@@H]1CN(C)Cc1ccc(C(=O)Nc2ccccc2N)cc1 | -2.8 | 5.0 | 3.2 | . | . | . | -3.9 | .
COc1ccc(CC(=O)N2CCN(c3cccc(Cl)c3)CC2)cc1OC | 0.9 | -19.9 | -6.0 | 5.9 | 5.6 | 6.1 | 1.1 | 2.6
O=C(C1CCCO1)N1CCN(Cc2nc3ccccc3c(=O)[nH]2)CC1 (stereo not drawn) | . | 9.9 | . | -2.0 | 32.1 | 5.3 | . | 0.9
